TbMetRS inhib – blocks T. brucei methionyl-tRNA synthetase activity; purified T. brucei MetRS, ATP depletion, Kinase-Glo luminescence; AID 624268; inhibition, % at 11.9 µM; 360,000 tested, 0.4% active;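 active = inhibition above a per-plate cutoff of the control wells' mean inhibition plus 3 SD, cut at about 5.5% in these data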;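 note: 0% = DMSO wells median and 100% = median of wells with control inhibitor compound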
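Material: T. brucei methionyl-tRNA synthetase, purified; reagent: substrates ATP, L-methionine and bulk Escherichia coli tRNA; dosing: 11.9 µM single point; timing: 15 min plus 2 h at 25 °C; detection: luminescence of leftover ATP; evaluation: % inhibition; control set: DMSO-only wells as low control; replicates: singlicate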
DNMT1 block – DNMT1 (human) enzyme inhibition | 360,000 tested, 0.83% active | DNMT1 molecular beacon, Hinp1I cleavage, fluorescence | inhibition (reported as % activation of signal), % at 10 µM | P26358; in the data active = inhibition above about 50%
Scp1 inh – Scp-1 (human) phosphatase inhibition. AID 493091. Q9GZU7. inhibition, % at 20 µM. 340,000 tested, 0.88% active. Recombinant Scp1, phosphopeptide, malachite green phosphate absorbance;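 active = inhibition above about 50% at 20 µM, limit read from the data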;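 note: plate controls were DMSO wells with enzyme for no effect and wells lacking enzyme for full effect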
Target sequence (Q9GZU7 76-261 limits assumed): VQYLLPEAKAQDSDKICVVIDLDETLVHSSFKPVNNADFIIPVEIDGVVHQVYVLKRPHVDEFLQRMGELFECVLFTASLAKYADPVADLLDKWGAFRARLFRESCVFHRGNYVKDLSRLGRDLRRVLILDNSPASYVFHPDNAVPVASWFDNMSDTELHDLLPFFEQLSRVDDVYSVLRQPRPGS
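Incubation: 45 min enzyme reaction at room temperature / System: truncated SCP-1 phosphatase (76-261aa) / Reagent: Phospho 17-mer peptide substrate / Buffer or medium: Acidic Tris acetate buffer with magnesium and detergent / Signal: absorbance at 630 nm / Doses: one concentration, 20 µM, with 1.0% DMSO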
Neddyl block – cullin neddylation inhibition | 360,000 tested, 0.58% active | AID 651699 | TR-FRET cullin neddylation, biochemical | calls only at 25 µM | P61081+Q13564; in the data active = inhibition above about 36%
SKN-1 block – inhibitors of C. elegans SKN-1. C. elegans VP596 Pgst-4::GFP/RFP ratio, acrylamide-induced, 24 h. inhibition, % at 21.8 µM. 360,000 tested, 0.49% active. AID 624304;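 active = interference check ratio from 0.5 to 1.5 plus GFP to RFP signal ratio inhibition reaching or exceeding a fixed threshold, cut at about 30% in these data, passing the limit was not always enough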; note: some compounds called inactive have numbers as strong as hits
NRP1-CendR mod – alters CendR peptide binding to human NRP-1; FAM-RPARPAR peptide binding to NRP-1, fluorescence polarization; inhibition, % at 25 µM; 360,000 tested, 0.85% active; AID 602438;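 active = inhibition or corrected inhibition above about 18%, plus a signal ratio from 0.5 to 1.5, limit read from the data, passing the limit was not always enough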; note: strong numbers were not always called active
Target sequence (O14786 whole entry, looked up): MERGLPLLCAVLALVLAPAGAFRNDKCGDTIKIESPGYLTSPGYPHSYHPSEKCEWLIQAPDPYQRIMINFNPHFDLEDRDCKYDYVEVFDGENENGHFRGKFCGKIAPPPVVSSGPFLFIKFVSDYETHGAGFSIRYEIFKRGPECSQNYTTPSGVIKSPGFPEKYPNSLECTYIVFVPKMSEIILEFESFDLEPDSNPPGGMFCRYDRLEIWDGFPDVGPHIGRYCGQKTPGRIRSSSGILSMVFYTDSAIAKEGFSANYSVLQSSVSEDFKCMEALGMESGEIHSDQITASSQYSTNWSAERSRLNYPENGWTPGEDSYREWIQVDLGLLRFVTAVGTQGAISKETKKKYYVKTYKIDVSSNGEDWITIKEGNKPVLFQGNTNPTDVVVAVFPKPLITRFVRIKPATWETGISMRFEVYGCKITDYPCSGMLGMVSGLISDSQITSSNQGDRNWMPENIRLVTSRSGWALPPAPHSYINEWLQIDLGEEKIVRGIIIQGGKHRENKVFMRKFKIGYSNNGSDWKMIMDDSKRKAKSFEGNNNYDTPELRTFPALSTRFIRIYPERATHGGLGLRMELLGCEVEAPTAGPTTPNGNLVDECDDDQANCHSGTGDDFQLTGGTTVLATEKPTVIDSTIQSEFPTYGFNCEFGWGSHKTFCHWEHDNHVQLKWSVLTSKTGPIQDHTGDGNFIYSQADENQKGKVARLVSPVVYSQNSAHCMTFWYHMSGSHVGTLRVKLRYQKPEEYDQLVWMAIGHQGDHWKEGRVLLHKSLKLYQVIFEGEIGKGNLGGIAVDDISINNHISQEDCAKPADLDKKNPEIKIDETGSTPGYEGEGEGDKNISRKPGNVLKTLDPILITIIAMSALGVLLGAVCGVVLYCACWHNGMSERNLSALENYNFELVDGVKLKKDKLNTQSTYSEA
STEP block – STEP (human) phosphatase inhibition. inhibition, % at 20 µM. recombinant STEP, OMFP fluorogenic substrate, fluorescence. P54829. 360,000 tested, 0.25% active;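 active = inhibition at 20 µM, scaled per plate between control wells, above about 37%, limit read from the data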;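 note: 0% = DMSO with enzyme and substrate and 100% = substrate only without enzyme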
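Measure: Control-normalized % inhibition with plate pattern correction | Test system: STEP phosphatase, cell-free reaction | Medium: pH 6.0 Bis-Tris with DTT and Tween 20 | Technique: Fluorescence, 480/540 nm | Times: Reaction 20 min, ambient temperature | Doses: Single compound dose of 20 µM, 1% DMSO final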
LMPTP block – LMPTP (human) inhibition; P24666; recombinant LMPTP-A, OMFP fluorogenic substrate, fluorescence intensity; inhibition, % at 20 µM; 360,000 tested, 0.22% active; AID 651560;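 active = compounds that cut the enzyme signal by at least half of the control window in the single-dose screen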;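 note: plate controls were DMSO wells with enzyme plus substrate for no effect and substrate without enzyme for full effect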
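Test system: LMPTP-A phosphatase enzyme. Amount: LMPTP-A at 0.625 nM final in the reaction. Reagent: OMFP substrate, 400 µM final. Times: 50 min at room temperature. Signal: endpoint fluorescence intensity from OMFP dephosphorylation. Read-out basis: % inhibition. Benchmarks: no-enzyme and uninhibited controls.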
SUMO1-SIM PPI – modulators of human SUMO1-mediated protein-protein interactions. P63165. SUMO1 binding to a labelled peptide, TR-FRET, 1 h. inhibition, % at 20 µM. 360,000 tested, 0.33% active; in the data active = inhibition above about 37%
NadD block – blocks S. aureus nicotinate mononucleotide adenylyltransferase. purified NadD enzyme, colorimetric absorbance read-out. inhibition, % at 20 µM. 360,000 tested, 0.78% active; in the data active = inhibition above about 26%; note: some compounds past the cut are filed as inactive
* hit, by the source's call.

Start of the data: the first 2 compounds, to show the layout:
Screening CCn1cnc2c1c(=O)n(CC(=O)OC)c(=O)n2Cc1ccccc1 returned TbMetRS inhib -1.1, DNMT1 block 0, Scp1 inh -7, Neddyl block inactive, SKN-1 block 3, NRP1-CendR mod 4, STEP block -2, LMPTP block -0.5, SUMO1-SIM PPI -2 and NadD block 1.
Screening COc1ccc(/C=C2/C(=O)N(CC3CCCO3)C(=S)N2C)c(OC)c1 (stereo unspecified) returned TbMetRS inhib -0.6, DNMT1 block -1, Scp1 inh -11, Neddyl block inactive, SKN-1 block 7, NRP1-CendR mod 132, STEP block 0, LMPTP block 1.3, SUMO1-SIM PPI -18 and NadD block 3.

The listing, from the first entry:
Screening CCn1cnc2c1c(=O)n(CC(=O)OC)c(=O)n2Cc1ccccc1 returned TbMetRS inhib -1.1, DNMT1 block 0, Scp1 inh -7, Neddyl block inactive, SKN-1 block 3, NRP1-CendR mod 4, STEP block -2, LMPTP block -0.5, SUMO1-SIM PPI -2 and NadD block 1.
Screening COc1ccc(/C=C2/C(=O)N(CC3CCCO3)C(=S)N2C)c(OC)c1 (stereo unspecified) returned TbMetRS inhib -0.6, DNMT1 block -1, Scp1 inh -11, Neddyl block inactive, SKN-1 block 7, NRP1-CendR mod 132, STEP block 0, LMPTP block 1.3, SUMO1-SIM PPI -18 and NadD block 3.
For CCOC(=O)CSc1nc(N)c(C#N)c(-c2cccs2)c1C#N the results were TbMetRS inhib -0.7, DNMT1 block 0, Scp1 inh -7, Neddyl block inactive, SKN-1 block 3, NRP1-CendR mod 4, STEP block -1, LMPTP block 1.5, SUMO1-SIM PPI 0 and NadD block -2.
O=C(NCCS(=O)(=O)NCc1ccccc1Cl)c1ccc2c(c1)OCO2 was read as TbMetRS inhib 0.5, DNMT1 block 0, Scp1 inh -13, Neddyl block inactive, SKN-1 block 0, NRP1-CendR mod 6, STEP block -3, LMPTP block -1.3, SUMO1-SIM PPI 5 and NadD block -3.
Screening COc1ccc(S(=O)(=O)N2CCN(C(=O)CC(C)C)CC2)cc1 returned TbMetRS inhib 0.8, DNMT1 block 1, Scp1 inh -7, Neddyl block inactive, SKN-1 block -2, NRP1-CendR mod 2, STEP block 2, LMPTP block -0.8, SUMO1-SIM PPI 2 and NadD block -3.
For CCOc1ccc2oc(C(=O)OCC(=O)N(CC(C)C)c3c(N)n(Cc4ccccc4)c(=O)[nH]c3=O)c(C)c2c1 the results were TbMetRS inhib 0.0, DNMT1 block -2, Scp1 inh -6, SKN-1 block 12, NRP1-CendR mod -21, STEP block -14, LMPTP block -18, SUMO1-SIM PPI 4 and NadD block 40*.
For CCOC(=O)C(Cc1cc(C(C)=O)ccc1OCC)C(=O)OCC the results were TbMetRS inhib -1.0, DNMT1 block 1, Scp1 inh 5, Neddyl block inactive, SKN-1 block 38*, NRP1-CendR mod 4, STEP block -4, LMPTP block -0.6, SUMO1-SIM PPI -1 and NadD block 5.
For CCC(CO)Oc1cc(NCc2cccc(C(F)(F)F)c2)c2ncn(C(C)C)c2c1 (stereo unspecified) the results were TbMetRS inhib 0.2, DNMT1 block -8, Scp1 inh 0, Neddyl block inactive, SKN-1 block -1, NRP1-CendR mod 0, STEP block -1, LMPTP block 0.3, SUMO1-SIM PPI -4 and NadD block 2.
`COC(=O)c1cc(C(=O)OCC(=O)NC(=O)NCc2ccccc2)cc([N+](=O)[O-])c1` gave TbMetRS inhib -0.2, DNMT1 block 1, Scp1 inh -6, Neddyl block inactive, SKN-1 block 2, NRP1-CendR mod 4, STEP block 1, LMPTP block 1.2, SUMO1-SIM PPI -35 and NadD block -5.
O=C(COC(=O)c1c[nH]c2ccccc12)Nc1ccccc1 was read as TbMetRS inhib -0.1, DNMT1 block -4, Scp1 inh -21, Neddyl block inactive, SKN-1 block 1, NRP1-CendR mod 8, STEP block -2, LMPTP block -0.8, SUMO1-SIM PPI 0 and NadD block -12.
For Nc1nccnc1C(=O)OCC(=O)c1ccc[nH]1 the results were TbMetRS inhib -0.4, DNMT1 block -3, Scp1 inh -2, SKN-1 block 5, NRP1-CendR mod -18, STEP block 1, LMPTP block 4.3, SUMO1-SIM PPI -11 and NadD block 2.
For NS(=O)(=O)c1ccc(NC(=O)COC(=O)c2cc(Cl)ccc2[N+](=O)[O-])cc1 the results were TbMetRS inhib 0.8, DNMT1 block -1, Scp1 inh 6, Neddyl block inactive, SKN-1 block 15, NRP1-CendR mod 6, STEP block -1, LMPTP block -0.2, SUMO1-SIM PPI -29 and NadD block -5.
CCN(CC)c1ccc(CNc2nc3ccccc3n2CC)cc1 was read as TbMetRS inhib 2.1, DNMT1 block -1, Scp1 inh 9, Neddyl block inactive, SKN-1 block -3, NRP1-CendR mod -4, STEP block 0, LMPTP block 3.2, SUMO1-SIM PPI 2 and NadD block -5.
Screening NC(=O)c1ccsc1NC(=O)COC(=O)CNC(=O)c1ccc(Cl)cc1 returned TbMetRS inhib 0.4, DNMT1 block -5, Scp1 inh -5, Neddyl block inactive, SKN-1 block 8, NRP1-CendR mod -1, STEP block 0, LMPTP block 1.3, SUMO1-SIM PPI -3 and NadD block 1.
CC(C)c1ccc(NC(=O)[C@@H](C)NC(=O)[C@@H]2Cc3ccccc3CN2)cc1 was read as TbMetRS inhib -0.4, DNMT1 block -1, Scp1 inh -10, Neddyl block inactive, SKN-1 block -13, NRP1-CendR mod 0, STEP block 2, LMPTP block 0.9, SUMO1-SIM PPI -1 and NadD block -5.
Screening COCCNC(=O)C(c1ccc(C)cc1)N(C(=O)CCC(=O)Nc1ccccn1)c1ccc(F)cc1 (stereo unspecified) returned TbMetRS inhib -0.3, DNMT1 block -2, Scp1 inh -3, Neddyl block inactive, SKN-1 block -4, NRP1-CendR mod -2, STEP block -3, LMPTP block -0.3, SUMO1-SIM PPI -1 and NadD block -11.
CCCCCCC(=O)N/N=C(\C)Cc1ccccc1 was read as TbMetRS inhib -0.7, DNMT1 block -1, Scp1 inh -1, Neddyl block inactive, SKN-1 block -10, NRP1-CendR mod -5, STEP block 1, LMPTP block 0.0, SUMO1-SIM PPI -5 and NadD block 5.
`O=C(/C=C/c1cccc(F)c1)Nc1ccc(S(=O)(=O)Nc2ncccn2)cc1` gave TbMetRS inhib 0.6, DNMT1 block -2, Scp1 inh 9, Neddyl block inactive, SKN-1 block 3, NRP1-CendR mod -11, STEP block -2, LMPTP block 0.8, SUMO1-SIM PPI -2 and NadD block -1.
N#Cc1cnn(-c2cc(Cl)ccc2Cl)c1N was read as TbMetRS inhib 0.0, DNMT1 block 7, Neddyl block inactive, SKN-1 block 8, NRP1-CendR mod -5, STEP block -1, LMPTP block -0.3, SUMO1-SIM PPI 0 and NadD block -1.
`COc1ccccc1-n1cnnc1SCC(=O)N1CC(=O)Nc2ccccc21` gave TbMetRS inhib 0.0, DNMT1 block -9, Scp1 inh 6, Neddyl block inactive, SKN-1 block 2, NRP1-CendR mod -14, STEP block 4, LMPTP block -1.5, SUMO1-SIM PPI 3 and NadD block 8.
Screening Cc1cc2ccccc2n1CCNC(=O)c1ccc(S(=O)(=O)N2CCCCC2)cc1 returned TbMetRS inhib 1.8, DNMT1 block 7, Scp1 inh -12, Neddyl block inactive, SKN-1 block 53, NRP1-CendR mod 5, STEP block 0, LMPTP block 4.9, SUMO1-SIM PPI -9 and NadD block 14.
For Cn1c(C(=O)OCC(=O)NCCc2ccccc2)cc2sccc21 the results were TbMetRS inhib 0.1, DNMT1 block -1, Scp1 inh -6, Neddyl block inactive, SKN-1 block -4, NRP1-CendR mod -7, STEP block 2, LMPTP block 0.7, SUMO1-SIM PPI -5 and NadD block -2.
CC(=O)Nc1ccc(N(C(=O)c2ccco2)C(C(=O)NC2CCCC2)c2ccncc2)cc1 (stereo unspecified) was read as TbMetRS inhib 0.1, DNMT1 block -1, Scp1 inh -10, Neddyl block inactive, SKN-1 block 7, NRP1-CendR mod 5, STEP block 1, LMPTP block 2.3, SUMO1-SIM PPI 0 and NadD block -17.
`CSc1ccc(CN2CCN(S(=O)(=O)Cc3ccccc3)CC2)cc1` gave TbMetRS inhib -0.5, DNMT1 block 1, Scp1 inh -3, Neddyl block inactive, SKN-1 block 1, NRP1-CendR mod 2, STEP block 0, LMPTP block -0.3, SUMO1-SIM PPI 5 and NadD block -2.
`COc1ccc(C(=O)N(CCCO)Cc2cc3c(C)ccc(C)c3[nH]c2=O)cc1OC` gave TbMetRS inhib -0.4, DNMT1 block 2, Scp1 inh 8, Neddyl block inactive, SKN-1 block 10, NRP1-CendR mod 13, STEP block -9, LMPTP block 0.4, SUMO1-SIM PPI -1 and NadD block -1.
Screening COc1ccc(OC)c(CCNC(=O)C2CCN(c3nnc(-n4cccc4)s3)CC2)c1 returned TbMetRS inhib -0.1, DNMT1 block -7, Scp1 inh -6, Neddyl block inactive, SKN-1 block -5, NRP1-CendR mod -3, STEP block 6, LMPTP block 1.5, SUMO1-SIM PPI 6 and NadD block -2.
`Nc1ncnc2nc(Sc3ccc(Cl)cc3)[nH]c12` gave TbMetRS inhib 0.7, DNMT1 block -1, Scp1 inh -2, Neddyl block inactive, SKN-1 block 10, NRP1-CendR mod 2, STEP block -2, LMPTP block 25, SUMO1-SIM PPI -1 and NadD block -6.
Screening Cc1cc(C)c2c(=N)c3ccccc3n(CCCCCCCCn3c4ccccc4c(=N)c4c(C)cc(C)nc43)c2n1 returned TbMetRS inhib -0.3, DNMT1 block 13, Scp1 inh 59*, Neddyl block inactive, SKN-1 block 0, NRP1-CendR mod 5, STEP block 11, LMPTP block 87*, SUMO1-SIM PPI 95* and NadD block 27.
For COC(=O)c1ccc(CNC(=O)C(C)N=C2NS(=O)(=O)c3ccccc32)cc1 (stereo unspecified) the results were TbMetRS inhib -0.2, DNMT1 block 2, Scp1 inh -5, Neddyl block inactive, SKN-1 block 1, NRP1-CendR mod 15, STEP block -2, LMPTP block -1.4, SUMO1-SIM PPI 4 and NadD block -4.
For Cc1occc1C(=O)NCc1cccc(CNC(=O)c2ccoc2C)c1 the results were TbMetRS inhib -0.9, DNMT1 block 51*, Scp1 inh 51*, Neddyl block inactive, SKN-1 block -2, NRP1-CendR mod -33, STEP block 4, LMPTP block 6.9, SUMO1-SIM PPI 25 and NadD block 7.
`Cc1ccc2cc(CN(Cc3ccco3)C(=O)C3CCCCC3)c(=O)[nH]c2c1C` gave TbMetRS inhib -0.5, DNMT1 block -1, Scp1 inh -6, Neddyl block inactive, SKN-1 block 9, NRP1-CendR mod 19, STEP block -1, LMPTP block -2.9, SUMO1-SIM PPI -5 and NadD block 8.
CCc1ccc(O)c(CNCCNCc2cc(CC)ccc2O)c1 was read as TbMetRS inhib 0.9, DNMT1 block 1, Scp1 inh -5, Neddyl block inactive, SKN-1 block -24, NRP1-CendR mod 8, STEP block -3, LMPTP block -0.7, SUMO1-SIM PPI 6 and NadD block -7.
Cc1c(CCO)sc[n+]1CC(=O)OCCC12CC3CC(CC(C3)C1)C2 was read as TbMetRS inhib -0.4, DNMT1 block -1, Scp1 inh 4, Neddyl block inactive, SKN-1 block 6, NRP1-CendR mod 3, STEP block -1, LMPTP block 0.2, SUMO1-SIM PPI -3 and NadD block 1.
